Bioassay records (PubChem BioAssay)
BAZ2B inh: inhibitors of human BAZ2B bromodomain; Q9UIF8; Potency, µM (highest dose often 114 µM), inactives show at the highest dose activity change, negative = inhibition, most hits filed as inhibitors; AlphaScreen BAZ2B-H3K14Ac peptide displacement; 4.4% of 360,000 active; note: potency is the fitted concentration of half-maximal effect; % is set by controls: 0 for no effect and ±100 for the full control effect; nearly all actives have a fitted effect of over 60% in size
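AlphaScreen displacement of biotin-H3(5-23)K14Ac peptide (50 nM final) from BAZ2B (50 nM final) in PBS pH 7.4, 0.01% Tween-20; complex preformed 30 min RT, then compounds (top 110 uM) 30 min RT, beads 20 min dark.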
HP1b chromo inh: inhibitors of HP1-beta chromodomain binding to methylated histone tails; P83916; AlphaScreen HP1-beta / biotin-H3K9me3 peptide binding; Potency, µM (doses to about 114 µM), for inactives: top-dose activity change, negative = inhibition, hits mostly inhibitors; 0.56% of 390,000 active; note: potency is the fitted concentration of half-maximal effect; nearly all actives have a fitted effect of over 70% in size; inactives centre near 23
Target sequence (P83916 whole entry, looked up): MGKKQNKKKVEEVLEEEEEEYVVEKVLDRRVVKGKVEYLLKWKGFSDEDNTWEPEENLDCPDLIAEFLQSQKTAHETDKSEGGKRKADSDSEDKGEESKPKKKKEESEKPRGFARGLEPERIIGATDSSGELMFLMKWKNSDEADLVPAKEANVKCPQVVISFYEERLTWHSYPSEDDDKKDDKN
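AlphaScreen: HP1-beta (50 nM) preformed 30 min with biotin-H3(1-18)K9me3 peptide (50 nM) in PBS pH 7.4, 0.01% Tween-20. Compound added for 30 min at RT, then streptavidin donor/nickel chelate acceptor beads (10 ug/mL) for 30 min.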
JMJD2A Tudor: inhibitors of human JMJD2A Tudor domain | O75164 | AlphaScreen JMJD2A-Tudor / H3K4me3 peptide binding | Potency, µM (top dose mostly 114 µM), for the others: at the highest dose activity change, negative = inhibition, usual class: inhibitors | 4.4% of 390,000 active; note: potency is the fitted concentration of half-maximal effect; % is set by controls: 0 for no effect and ±100 for the full control effect; nearly all actives have a fitted effect of over 50% in size
Tb PGK inh: T. brucei PGK inhibition | P07378 | PGK/GAPDH coupled, Kinase-Glo luminescence, 60 min | Potency, µM (top dose mostly 57.5 µM), for the others: top-dose activity change, negative = inhibition, most hits filed as inhibitors | 0.043% of 380,000 active | AID 602233; note: potency is the fitted concentration of half-maximal effect; % is set by controls: 0 for no effect and ±100 for the full control effect; nearly all actives have a fitted effect of over 60% in size
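Recombinant glycosomal PGK reaction used 1,3-bisphosphoglycerate generated in-well by GAPDH (100nM final) in 100mM TEA pH 7.6, 5mM MgCl2, 0.01% Tween-20. After 60 minutes at room temperature, ATP was read by Kinase-Glo Plus luminescence end-point.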
GLS inhibitor: inhibitors of human glutaminase (GLS). O94925. GLS enzymatic activity, qHTS titration. Potency, µM (highest dose often 45.5 µM), for inactives: at the top dose activity change, negative = inhibition, actives largely listed as inhibitors. 0.21% of 410,000 active; note: potency is the fitted concentration of half-maximal effect; % is set by controls: 0 for no effect and ±100 for the full control effect
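Glutamate formation by hKGA was monitored fluorometrically using coupled glutamate oxidase, HRP and Amplex Red. Substrate was added as 1 mM L-glutamine solution; incubation was 30 min at RT after an initial read.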
Pol eta inh: DNA polymerase eta (human) inhibition; 1.2% of 390,000 active; recombinant Pol eta, fluorescent DNA replication assay; Potency, µM (highest dose often 114 µM), for inactives: at the top dose activity change, negative = inhibition, usual class: inhibitors; Q9Y253; note: potency is the fitted concentration of half-maximal effect; % is set by controls: 0 for no effect and ±100 for the full control effect
Target sequence (Q9Y253 whole entry, looked up): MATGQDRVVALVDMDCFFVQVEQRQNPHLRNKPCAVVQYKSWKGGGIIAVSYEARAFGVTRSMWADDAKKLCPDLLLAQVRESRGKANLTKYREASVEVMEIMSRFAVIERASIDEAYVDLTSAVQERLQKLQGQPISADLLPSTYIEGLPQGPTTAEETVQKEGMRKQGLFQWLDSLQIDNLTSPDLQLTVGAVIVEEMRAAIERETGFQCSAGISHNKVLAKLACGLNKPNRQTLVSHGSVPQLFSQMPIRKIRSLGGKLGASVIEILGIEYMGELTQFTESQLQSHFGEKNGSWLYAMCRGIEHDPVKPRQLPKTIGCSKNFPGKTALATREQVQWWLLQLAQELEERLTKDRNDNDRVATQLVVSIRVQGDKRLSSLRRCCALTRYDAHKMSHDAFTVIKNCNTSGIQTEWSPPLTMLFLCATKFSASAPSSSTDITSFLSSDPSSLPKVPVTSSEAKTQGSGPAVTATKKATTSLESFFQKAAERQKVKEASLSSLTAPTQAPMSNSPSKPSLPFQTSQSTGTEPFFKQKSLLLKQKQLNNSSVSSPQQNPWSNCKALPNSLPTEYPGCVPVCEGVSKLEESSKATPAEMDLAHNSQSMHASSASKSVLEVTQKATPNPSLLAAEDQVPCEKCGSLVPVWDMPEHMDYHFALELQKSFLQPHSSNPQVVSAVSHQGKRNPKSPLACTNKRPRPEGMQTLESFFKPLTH
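Pol eta (10 nM) was preincubated with compounds for 15 min at room temperature, after which fluorescent replication substrate (50 nM final) was added to start the reaction. Fluorescence was read kinetically at 0 and 10 min.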
G9a inh: blocks human histone lysine methyltransferase G9a. Q96KQ7. G9a H3K9 monomethylation, AlphaScreen, 2 h. Potency, µM (top dose mostly 102 µM), without a hit: at the highest dose activity, negative = inhibition, actives largely listed as inhibitors. 8.8% of 350,000 active; note: potency is the fitted concentration of half-maximal effect; % is set by controls: 0 for no effect and ±100 for the full control effect; nearly all actives have a fitted effect of over 75% in size
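Using a bead-based AlphaScreen, monomethylated H3K9 product from 2 h room-temperature reactions (G9a 20 nM, peptide 500 nM, SAM 20 uM) was detected with 0.5 ug/mL rabbit anti-H3K9me1 antibody.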
Pin1 inhibitor: blocks the human prolyl isomerase Pin1 | Pin1 FP peptide displacement, HiFluor488, 10 min | Potency, µM (highest dose often 115 µM), for inactives: at the top dose activity, negative = inhibition, most hits filed as inhibitors | 0.009% of 390,000 active | AID 504891; active = well fitted inhibition curve with a large enough effect in the polarisation, with a control signal flat, not every such curve was filed as active; inconclusive = small, poorly fitted or top-dose-only effect, or effect the other way, or a change in a side signal; inactive = no such curve, though single readings can be large or run the other way; the % refers to the polarisation; note: potency is the fitted concentration of half-maximal effect; % is set by controls: 0 for no effect and ±100 for the full control effect
Target sequence (Q13526 whole entry, looked up): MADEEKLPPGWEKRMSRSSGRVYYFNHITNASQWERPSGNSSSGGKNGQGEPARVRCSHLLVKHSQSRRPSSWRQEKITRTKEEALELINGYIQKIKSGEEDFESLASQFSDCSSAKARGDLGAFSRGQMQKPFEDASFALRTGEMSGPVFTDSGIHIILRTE
PI4K2A block: PI4K2A (human) kinase inhibition | 0.13% of 420,000 active | activity change, negative = inhibition, % at 76.9 µM | purified PI4K2A, ADP-Glo luminescence, 1 h; active compounds read low; in the data active = activity change below about -50%; inconclusive = mostly about -30% to -49%;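 note: -100% = wells without enzyme as full effect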
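PI4K2A activity was measured by ADP-Glo luminescence: enzyme (4 ug/mL stock) and phosphatidylinositol (1.2 mM stock) in Tris pH 7.5/MgCl2/EGTA/Triton X-100 buffer were reacted with ATP (300 microM stock) for one hour at ambient temperature.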
Starred values were filed as active, the others as inactive; i = inactive; ? = inconclusive; / = no result given; & = joins results of further samples; [ ] = remark or other dose. Unless noted, calls come from the whole dose curve; as a rule, active = well fitted curve in the direction sought with a large enough effect; inconclusive = small, poorly fitted or top-dose-only effect, or another doubt; inactive = no such curve, though single readings can be large; an effect the other way counts as inactive or inconclusive. These rows are one share of the data. The share of hits here may be higher or lower than overall.

Short keys – A = BAZ2B inh; B = HP1b chromo inh; C = JMJD2A Tudor; D = Tb PGK inh; E = GLS inhibitor; F = Pol eta inh; G = G9a inh; H = Pin1 inhibitor; I = PI4K2A block
> CC(=O)c1ccc(N/N=C2/CCCNC2=O)cc1
  A = -2% | B = 36% | C = -30% | D = 0% | E = 19% | F = -4% | G = 25% | H = 0% | I = 9

> O=C(NCCSCc1ccccc1)c1ccc(C2SCC(=O)N2Cc2ccccc2)cc1 (stereo not given)
  A = -7% | B = 12% | C = -17% | D = -7%[11.5 µM] | E = 8% | F = 0% | G = ? | H = ? | I = 0

> C=CCOc1cccc(C2/C(=C(\O)c3ccc(F)cc3)C(=O)C(=O)N2CCN(C)C)c1 (stereo not given)
  A = -5% | B = 53%[activator] | C = -14% | D = -6% | E = 9% | F = 0% | G = ? | H = -4% | I = 1

> CN(C)c1ccc(C(=O)Nc2nnc(-c3ccc(Cl)cc3)o2)cc1
  A = 10% | B = 66%[activator] | C = -26% | D = -2% | E = 7% | F = 5% | G = 13%[59 µM] | H = ? | I = 2

> COc1cccc(NC(=O)N2CCC(CN3CCOCC3)CC2)c1
  A = 3% | B = 27% | C = -9% | D = 0% | E = -7% | F = -11% | G = -10%[59 µM] | H = -9% | I = 2

> COc1ccccc1CNC(=O)CSc1nc(-c2ccc(OC)c(OC)c2)cc(C(F)(F)F)n1
  A = 1% | B = 33%[activator] | C = -2% | D = 3% | E = 4% | F = -1% | G = -34%[59 µM] | H = 10% | I = -5

> Cc1ccc(S(=O)(=O)Cn2nnnc2C(c2ccccc2)N2CCN(c3ncccn3)CC2)cc1 (stereo not given)
  A = 2% | B = 5% | C = -23% | D = -4% | E = 10% | F = 6% | G = -36% | H = 0% | I = -11

> O=C(Nc1cccc(C(=O)O)c1)/C(=C\c1ccc(F)cc1)NC(=O)c1ccco1
  A = -4% | B = 21% | C = -11% | D = -6% | E = 9% | F = -13% | G = 16% | H = -3% | I = -4

> CN(CCc1cn[nH]c1)Cc1nc(Cc2ccccc2F)no1
  A = -4% | B = 38% | C = 3% | D = 2% | E = 0% | F = -13% | G = / | H = 1% | I = -8

> Nc1c(S(=O)(=O)c2cccs2)c2nc3ccccc3nc2n1Cc1ccccc1
  A = 11% | B = 34% | C = 13% | D = 1% | E = -4% | F = -10% | G = 4% | H = 2% | I = 3

> CCc1ccc(N(CC)C(=O)Cn2c(=O)oc3ccccc32)cc1
  A = 3% | B = 33%[activator] | C = -3% | D = 2% | E = -1% | F = -2% | G = -2%[59 µM] | H = 4% | I = 0

> CCN(CC)C(=O)Cn1cc(C(=O)C(=O)NCc2ccccn2)c2ccccc21
  A = -36% | B = 15% | C = -26% | D = i | E = 8% | F = -5% | G = 43% | H = -6% | I = 3

> Cc1cc(O)c(-c2ccnc3cc(-c4ccccc4)nn23)cc1Cl
  A = -5% | B = 65%[activator] | C = 9% | D = 6% | E = 13% | F = -8% | G = 3%[59 µM] | H = 9% | I = 5

> Cc1ccc(NC(=O)Cn2c(=O)n(Cc3nc(-c4ccccc4)no3)c(=O)c3cc4c(cc32)OCO4)c(C)c1
  A = -3% | B = -6% | C = -14% | D = -5% | E = -4% | F = -4% | G = -3%[59 µM] | H = 4% | I = -2

> CC1CCN(c2ccc3nnc(CCC(=O)NCC(C)c4ccccc4)n3n2)CC1 (stereo not given)
  A = 0% | B = 14%[57 µM] | C = 2% | D = -10% | E = -4% | F = -19% | G = 8% | H = -8% | I = -1

> Cc1ccccc1NS(=O)(=O)c1ccc(C(=O)N2CC(C)OC(C)C2)cc1 (stereo not given)
  A = -4% | B = 7% | C = -3% | D = -1% | E = 2% | F = -1% | G = 8% | H = 0% | I = 1

> COc1ccc(OC)c(CCNC(=O)C2CCN(c3nnc(-n4cccc4)s3)CC2)c1
  A = ? | B = 7% | C = -35% | D = 2% | E = 1% | F = ? | G = -14% | H = 5% | I = -5

> O=S(=O)(NCCc1cn2ccccc2n1)c1ccc2c(c1)CCCC2
  A = -35% | B = 31% | C = -18% | D = 0% | E = 0% | F = -12% | G = 50µM* | H = 0% | I = -5

> Cc1nc(N)c(C#N)c(-c2cccnc2)c1-c1ccccc1
  A = -4% | B = 29% | C = -7% | D = -12% | E = -3% | F = -8% | G = ? | H = -7% | I = -3

> O=C(Nc1ccc2c(c1)oc1ccccc12)c1ccncc1
  A = 3% | B = 24% | C = 1% | D = 0% | E = / | F = 6% | G = 5%[59 µM] | H = 3% | I = -4

> COCCCNC(=O)C[C@H]1C[C@H](C(=O)N2CCCCC2)[C@@]2(CCc3ccccc3)c3[nH]c4cc(-c5ccco5)ccc4c3CCN2C1=O
  A = / | B = ? | C = 45µM* | D = 5% | E = -1% | F = -15% | G = / | H = 30% | I = -5

> Cc1ccc(C(=O)OCC(=O)c2c[nH]c3ccccc23)cc1S(=O)(=O)N1CCCCC1
  A = -7% | B = 4% | C = ? | D = i | E = 3% | F = 8% | G = -65% | H = 30% | I = 1

> COc1ccc(Cl)cc1NC(=O)Cn1ncc2c3ccccc3n(Cc3ccccc3)c2c1=O
  A = -3% | B = 21% | C = 2% | D = 2% | E = 1% | F = -6% | G = -29%[59 µM] | H = 27% | I = -4

> Nc1cccc2c1C(=O)N(C(=O)c1ccco1)C2=O
  A = 4% | B = 45%[activator] | C = -5% | D = -1% | E = 1% | F = 0% | G = ? | H = 5% | I = 7

> O=C1CCN1C1(C(=O)NC2CCCCC2)CCCC1
  A = 13% | B = 51%[activator] | C = 9%[57.1 µM] | D = 3% | E = 0% | F = -10% | G = -1%[59 µM] | H = -5% | I = 0

A draw from above in order of length of the SMILES, descending.
Short keys – A = BAZ2B inh; B = HP1b chromo inh; C = JMJD2A Tudor; D = Tb PGK inh; E = GLS inhibitor; F = Pol eta inh; G = G9a inh; H = Pin1 inhibitor; I = PI4K2A block
> Cc1ccc(NC(=O)Cn2c(=O)n(Cc3nc(-c4ccccc4)no3)c(=O)c3cc4c(cc32)OCO4)c(C)c1
  A = -3% | B = -6% | C = -14% | D = -5% | E = -4% | F = -4% | G = -3%[59 µM] | H = 4% | I = -2

> O=C(Nc1cccc(C(=O)O)c1)/C(=C\c1ccc(F)cc1)NC(=O)c1ccco1
  A = -4% | B = 21% | C = -11% | D = -6% | E = 9% | F = -13% | G = 16% | H = -3% | I = -4

> CCN(CC)C(=O)Cn1cc(C(=O)C(=O)NCc2ccccn2)c2ccccc21
  A = -36% | B = 15% | C = -26% | D = i | E = 8% | F = -5% | G = 43% | H = -6% | I = 3

> CC1CCN(c2ccc3nnc(CCC(=O)NCC(C)c4ccccc4)n3n2)CC1 (stereo not given)
  A = 0% | B = 14%[57 µM] | C = 2% | D = -10% | E = -4% | F = -19% | G = 8% | H = -8% | I = -1

> CN(C)c1ccc(C(=O)Nc2nnc(-c3ccc(Cl)cc3)o2)cc1
  A = 10% | B = 66%[activator] | C = -26% | D = -2% | E = 7% | F = 5% | G = 13%[59 µM] | H = ? | I = 2

> Cc1cc(O)c(-c2ccnc3cc(-c4ccccc4)nn23)cc1Cl
  A = -5% | B = 65%[activator] | C = 9% | D = 6% | E = 13% | F = -8% | G = 3%[59 µM] | H = 9% | I = 5

> Nc1cccc2c1C(=O)N(C(=O)c1ccco1)C2=O
  A = 4% | B = 45%[activator] | C = -5% | D = -1% | E = 1% | F = 0% | G = ? | H = 5% | I = 7

(listing goes on)
Order of results – BAZ2B inh, HP1b chromo inh, JMJD2A Tudor, Tb PGK inh, GLS inhibitor, Pol eta inh, G9a inh, Pin1 inhibitor, PI4K2A block
> CCOC(=O)C1CCCN(c2c(N3CCN(C)CC3)c(=O)c2=O)C1 (stereo not given)
 : 2%, 29%, -11%, -8%, -9%, -2%, -3%, 1%, -1
> CCN(Cc1ccc(Br)s1)C(=O)CSc1nnc(C2CC2)n1C1CC1
 : /, /, /, 3%, 8%, -1%, /, /, 3
> Cn1c(=O)c2c(ncn2CCNC2=NCCCCC2)n(C)c1=O
 : -6%, 20%, -2%, 6%, 3%, -9%, 32%[12.7 µM], -5%, 3
> Oc1ccc(Br)cc1/C=N/NC(=S)NCCc1ccccc1
 : -10%, ?, ?, 0%, 3%, -20%, -15%, 2%, 3
> CC(=O)c1ccccc1NC(=O)COC(=O)/C(=C/c1ccccc1)n1nnnc1C
 : -2%, 19%, -14%, -4%, -5%, -3%, /, 20%, -2
> COC(=O)c1sccc1NC(=O)c1ccc(C)s1
 : 11%, 23%, 8%, -7%, -1%, 6%, -8%[59 µM], 3%, -14
> CC(C)CN(CCCNC(=O)CN1N=C(c2ccc(Cl)cc2)CCC1=O)CC(C)C
 : 9%&1%, 41%&42%[activator], -11%&-20%, -7%, 44%&8%[activator], -18%&0%, 16%, -2%&-3%, -4&-5
> Cc1cc(/C=C(\C#N)C(=O)NC2CC2)c(C)[nH]1
 : 21%, 21%, -1%[57.1 µM], 2%, 0%, -10%, -17%[59 µM], 3%, 4
> Fc1ccc(Oc2cc(N3CCOCC3)nc(-c3ccccc3)n2)c(F)c1
 : 16%, 84%[activator], -21%[11.4 µM], i, -3%, -22%, 25%[59 µM], -1%, -8
> Cc1cc(C)cc(Nc2ncnc3sc4c(c23)CCCC4)c1
 : 8%, 10%[57 µM], -7%, -1%, 0%, 1%, 9%[59 µM], 0%, 3
> O=C(NCCN1CCN(c2cccc(Cl)c2)CC1)C1COc2ccccc2C1 (stereo not given)
 : -29%, 1%[57 µM], -32%, /, 1%, /, -14%[59 µM], -8%, 2
> Cc1cccc(NC(=O)c2cccnc2Oc2ccccc2)c1C(=O)O
 : -4%, 21%, -6%, 8%, 18%, 4%, 4%[0.501 µM], -1%, -5
